MITF inh – blocks human microphthalmia-associated transcription factor. AlphaScreen MITF homodimerization, bead proximity signal. inhibition, % at 2.6 µM. 650,000 tested, 0.91% active. O75030; in the data active means inhibition above about 50%;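 further: 0% = vehicle wells with protein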
Target sequence (O75030 whole entry, looked up): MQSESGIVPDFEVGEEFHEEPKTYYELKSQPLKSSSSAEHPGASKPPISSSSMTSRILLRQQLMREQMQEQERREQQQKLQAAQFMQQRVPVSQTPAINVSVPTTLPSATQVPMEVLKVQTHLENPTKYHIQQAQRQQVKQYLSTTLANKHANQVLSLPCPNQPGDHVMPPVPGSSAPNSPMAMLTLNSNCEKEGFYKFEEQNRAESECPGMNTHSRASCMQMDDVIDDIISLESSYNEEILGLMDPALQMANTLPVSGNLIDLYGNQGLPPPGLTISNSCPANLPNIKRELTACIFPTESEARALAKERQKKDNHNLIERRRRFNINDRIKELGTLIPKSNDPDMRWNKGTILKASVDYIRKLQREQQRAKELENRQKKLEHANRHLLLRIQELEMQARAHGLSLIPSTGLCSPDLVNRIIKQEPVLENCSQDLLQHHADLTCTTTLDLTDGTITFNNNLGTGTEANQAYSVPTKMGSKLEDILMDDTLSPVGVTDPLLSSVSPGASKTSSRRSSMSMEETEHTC
TEAD-YAP inh – TEAD-YAP interaction inhibition; HEK-TIYL cells, TEAD-Gal4/YAP UAS-luciferase luminescence; 640,000 tested, 1.4% active; inhibition, % at 9.12 µM; in the data active means inhibition above about 32%;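 further: 0% = median of test compound wells and 100% = reference inhibitor wells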
FBW7 activator – activators of human E3 ligase FBW7; AlphaScreen FBW7–phospho-cyclin E peptide binding, activator screen; normalized activity (activation), % at 26.1 µM; 650,000 tested, 0.13% active; in the data active means normalized activity above about 1.9%;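 further: purified mutant Fbw7 with reduced substrate affinity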
GPR151 activ – activators of human GPR151. Q8TDV0. PathHunter beta-arrestin GPR151 cells, luminescence. activation, % at 11.2 µM. 650,000 tested, 1% active. AID 1508602; in the data active means activation above about 4.9%;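 further: 0% = median of compound wells and 100% = cells with positive control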
Target sequence (Q8TDV0 whole entry, looked up): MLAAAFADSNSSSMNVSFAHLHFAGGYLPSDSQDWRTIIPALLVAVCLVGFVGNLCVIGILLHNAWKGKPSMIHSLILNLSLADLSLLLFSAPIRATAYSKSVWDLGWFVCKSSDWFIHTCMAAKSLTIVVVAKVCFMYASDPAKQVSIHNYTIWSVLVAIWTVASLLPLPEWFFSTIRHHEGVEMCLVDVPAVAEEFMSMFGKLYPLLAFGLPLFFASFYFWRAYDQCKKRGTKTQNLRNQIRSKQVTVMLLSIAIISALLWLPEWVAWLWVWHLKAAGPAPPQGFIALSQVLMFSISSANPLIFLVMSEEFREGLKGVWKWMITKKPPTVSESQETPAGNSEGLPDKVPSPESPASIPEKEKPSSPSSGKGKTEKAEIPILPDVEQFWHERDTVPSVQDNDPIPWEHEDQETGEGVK
The depositor's hits bear a star; & = joins results of further samples.

molecule,GPR151 activ,FBW7 activator,TEAD-YAP inh,MITF inh
Cc1sc(/C=N/NC(N)=O)cc1Br,0.2,0.0,-2.0,4.5
COC(=O)c1cnn2c(C)c(Cc3cccc(Br)c3)c(C)nc12,-0.9,0.1,-4.5,8.5
Cc1cc(NC(=O)Cn2cnc3c2c(=O)n(C)c(=O)n3C)no1,-0.5,-0.1,0.7,18.0
COC(F)(C(=O)Nc1c(-c2ccccc2)nc2ccccn12)C(F)(F)F (stereo not given),-0.6,-0.1,-0.9,-8.4
CCN1CCN(c2ccc(Nc3nc(-c4ccccc4)c4cc(Cl)ccc4n3)cc2)CC1,-0.1,-0.6,1.0,31.9
COc1ccc(-c2noc(Nc3ccc(F)cc3F)n2)cc1,-7.6,-0.2,-57.4,6.5
COCC(=O)NCCc1nc(-c2ccccc2)cs1,0.1,-0.1,-1.6,-16.4
Cc1ccc(NC(=O)CCCn2c3ccccc3c(=O)c3cc(C)ccc32)c(C)c1,0.0,0.0,9.1,5.2
CC(=O)Nc1ccc(NC(=O)c2csc(-c3csc4ccccc34)n2)cc1,0.3,0.3,-21.8,-1.7
COc1ccc(CN2C[C@@H]3C[C@@H](c4ccccc4Cl)N4CCC[C@@]34C2=O)cc1,-1.1,-0.2,-3.0,-0.3
O=C(Nc1cc2c3c(c1)CCC(=O)N3CCC2)c1ccc2c(c1)OCO2,0.1,0.0,-9.6,9.8
O=C(N/N=C/c1cc(O)c(Br)cc1Br)c1ccccn1,-1.7,-0.1,-86.6,-12.8

Molecules from the list above containing a Cl atom, in the order listed:
molecule,GPR151 activ,FBW7 activator,TEAD-YAP inh,MITF inh
CCN1CCN(c2ccc(Nc3nc(-c4ccccc4)c4cc(Cl)ccc4n3)cc2)CC1,-0.1,-0.6,1.0,31.9
COc1ccc(CN2C[C@@H]3C[C@@H](c4ccccc4Cl)N4CCC[C@@]34C2=O)cc1,-1.1,-0.2,-3.0,-0.3

Going on with the list.
molecule,GPR151 activ,FBW7 activator,TEAD-YAP inh,MITF inh
COCCN1C(=O)/C(=C\c2cc(OC)c(OC)c(OC)c2)C(C(=O)OC)=C1C,-0.9,-0.1,0.1,4.8
CCN1CCN(c2oc(COc3ccccc3OC)nc2C#N)CC1,-0.4,-0.1,0.8,0.5
CCOC(=O)c1c(NC(=S)NC(=O)c2cccc(Cl)c2)sc2c1CCC2,-0.6,-0.1,-4.2,-12.4
COc1ccc(C2=NCCNC(C(F)(F)F)=C2)cc1,1.0,0.1,10.0,17.8
O=C1CCC(c2ccccc2)=NN1c1ccccn1,1.0,-0.2,-11.0,9.8
O=C(CCOc1ccccc1)NCc1ccco1,-0.8,0.5,-5.5,-9.6
COC(=O)CNC(c1ccccc1)c1cc(Br)ccc1O (stereo not given),-0.4,-0.1,-5.6,3.5
COc1cc(/C=N/n2cnnc2)c(Br)cc1OCc1ccccc1,-1.6,0.0,-6.5,6.6
Cc1c(NC(=O)CCC(=O)N(C)CCO)c(=O)n(-c2ccccc2)n1C,-0.8,-0.2,-1.1,-9.3
COc1ccc(Cl)cc1NC(=O)CSc1nnc2n1CCN2c1ccc(F)cc1,1.0,0.0,-2.8,2.5
O=C(O)C(=O)/C(=C\c1ccc([N+](=O)[O-])cc1)c1ccc2ccccc2n1,3.4,-0.1,-40.5,8.7
CCOC(=O)CSc1nnc(CNC(=O)Cc2ccccc2)n1-c1ccccc1OC,1.6,-0.1,10.1,0.8
CCOC(=O)Cc1csc(NC(=O)c2ccoc2C)n1,-7.8,0.2,-0.9,4.1
COc1cc(OC)nc(Oc2cccnc2/C=N/Nc2ccccc2[N+](=O)[O-])n1,-0.2,-0.3,-11.9,22.9
Nc1nc(NCCOc2ccccc2)cc(Nc2ccncn2)n1,-1.7,-0.1,0.1,8.7
CN(C)S(=O)(=O)N1CCC(Oc2ccc(C(=O)NCC(C)(C)CO)cc2)CC1,1.4,0.0,-0.2,-8.7
COc1ccccc1/C=N/NC(=O)CSc1nnc(C)n1-c1ccccc1,-0.8,0.0,5.8,-16.4
CCC(C)n1c(-c2cccc(S(=O)(=O)N3CCOCC3)c2)n[nH]c1=S (stereo not given),1.2,0.1,-4.4,-12.8
COc1cc(NC(=O)C2CCN(c3nccc(C)n3)CC2)cc(OC)c1,2.1,0.1,2.0,17.5
CCOC(=O)c1cnn(-c2ccc3c(c2)OCCO3)c1CNCc1ccsc1,1.5,-0.1,6.6,-3.0
COc1ccc(OC(C)C(=O)N2CCC(C)CC2)cc1 (stereo not given),2.9,-0.2,6.2,7.7
Cc1ccc(-c2nc3cc(Cl)ccc3o2)cc1NC(=O)C(C)C,-0.4,-0.1,-4.5,-27.8
O=c1oc2cc(O)ccc2cc1-c1nnc(Nc2ccc(F)cc2)s1,1.0,0.0,-9.9,-2.8
Cc1nc2ccccc2c(=O)n1/N=C/c1ccc(O)cc1O,-1.0,-0.1,11.6,4.7
COCCNc1ccnc2c(-c3cccc(Cl)c3)cnn12,0.1,0.3,-2.3,10.6
CC(C)(C)NC(=O)C1CCN(S(=O)(=O)c2cccc3nsnc23)CC1,1.0&-0.5,0.4&-0.2,-8.3&1.0,16.4&1.0
CCCNc1nc(Nc2ncccn2)nc(OC)n1,-0.7,0.0,-7.4,-6.4
COc1ccc([C@@H]2CN(C(=O)Cn3nnc4ccccc43)C[C@H]2C(=O)O)cc1,-0.7,0.2,1.8,-24.1
O=C(Nc1ccc2[nH]c(=O)[nH]c2c1)c1cccc(F)c1,-0.6,1.5,-1.9,13.0
CCN(CC)c1ccc(C(=O)N/N=C(\C)c2ccc(-n3ccnc3)cc2)cc1,-1.2,-0.1,-5.7,-0.7
CCOc1ccc2nc3sc(C(=O)Nc4nc(C)c(C)s4)c(N)c3cc2c1,-1.6,0.3,-40.4,6.5
CCc1ccc(C2CC(c3ccc(OC)cc3)n3ncnc3N2)cc1 (stereo not given),0.4,0.0,2.8,-42.4
Cc1cc(NC(=O)NC2CC(=O)N(C3CCCC3)C2)ccc1Br (stereo not given),-1.0,-0.2,2.9,-0.4
COc1ccc(C)cc1S(=O)(=O)N1CCC(C(=O)NCc2ccccc2)CC1,-0.6,-0.1,2.3,1.3
CCCCNC(=O)c1cnc2n(c1=O)CCS2,0.1,0.1,4.0,2.5
COc1ccc(CNC(=O)C/C(C)=N/NC(=O)c2ccccc2O)cc1,-0.5,-0.2,-25.1,4.4
O=C(NC1CCCC1)c1n[nH]c2c1CCCC2,-4.5,-0.1,-47.5,3.1
O=C(O)c1ccc(C(=O)O)c(C(=O)c2ccccc2)c1,1.0,0.0,-1.9,8.3
COc1ccc(-c2nc(NC(=O)c3ccc(Cl)cc3Cl)sc2-c2ccc([N+](=O)[O-])cc2)cc1,0.9,-0.1,4.7,-4.1
CCN(CC)c1ccc2cc(C(N)=O)c(=Nc3ccc(C)cc3)oc2c1,1.1,0.0,-6.0,-12.3
CC(C)N(C)C(=O)c1c(C(F)(F)F)nc2ccccn12,-0.9,-0.2,1.8,-0.2
COC(=O)C1=C(C)N(Cc2ccccc2)C(=O)/C1=C\c1ccc2c(c1)OCO2,2.3,-0.3,-4.0,-0.8
CC(C(=O)NC12CC3CC(CC(C3)C1)C2)N(C)CCOc1ccccc1 (stereo not given),-2.1,-0.2,2.2,50.8*
Cc1ccc(CN2CCNC(=O)C2CC(=O)N2CCCN(c3ncccn3)CC2)o1 (stereo not given),0.5,-0.1,-1.4,-17.0
CCOC(=O)C1=C(N)OC2=C(C(=O)CC(C)(C)C2)C1c1ccc(Cl)cc1 (stereo not given),1.1,0.0,-2.7,-10.6
CC1CCN(CCCNC(=O)c2cnc(N3CCN(c4ncccn4)CC3)c3ccccc23)CC1,-1.4,0.0,4.6,16.6
Cc1ccc(Cl)cc1NC1=NC2CS(=O)(=O)CC2S1 (stereo not given),1.0,0.0,3.5,-2.4
Cc1cccc(NC(=O)C2C3c4ccccc4C(c4ccccc43)C2C)c1C (stereo not given),-0.3,-0.1,-0.7,0.9
COC(=O)Oc1ccc(C#N)cc1,-1.0,0.0,-2.4,-7.0
CCCN1CCC(C2(Cc3ccccc3)NC(=O)N(CCc3ccccn3)C2=O)CC1 (stereo not given),-0.2,0.0,-7.2,-9.3
CCOC(=O)CSc1nnc(Cn2cnc3ccccc32)n1C,-0.6,0.0,10.2,0.4
COc1ccc(C(=O)CC2(O)C(=O)N(Cc3ccccc3C)c3ccccc32)c(OC)c1 (stereo not given),0.2,0.4,10.7,18.1
O=C(Cc1noc2ccccc12)N1CC=C(c2ccccc2)CC1,-0.9,0.1,-17.9,4.0
COc1ccc(OC)c(NC(=O)CSc2nnc(-c3ccccc3)c(-c3ccccc3)n2)c1,-0.2,0.3,-9.4,20.8
CCn1cc(/C=C(\NC(=O)c2ccc(OC)cc2)C(=O)N2CCCCC2)c2ccccc21,-0.2,0.1,-0.2,4.9
Nc1cccc(Oc2ccc([N+](=O)[O-])cc2)c1,-1.1,0.0,-4.3,-0.6
COc1ccc(C(=O)NC(C)c2ccccc2)cc1OC (stereo not given),-1.2,-0.1,2.1,1.8
O=C(c1cn[nH]c1)c1cc(F)ccc1O,-0.5,0.0,2.5,-0.8
O=C(NCc1cccc(C(F)(F)F)c1)c1cnc(Nc2ccc(-n3ccnc3)cc2)s1,0.7,0.0,-4.7,4.8
CSC1=NC(=Nc2cccc(C(F)(F)F)c2)C2(CCCCC2)N1c1ccc(Br)cc1,-0.1,-0.1,-1.8,3.4

Looked up above:
Under TEAD-YAP inh, `O=C(c1cn[nH]c1)c1cc(F)ccc1O` has the entry 2.5
Under TEAD-YAP inh, `Nc1cccc(Oc2ccc([N+](=O)[O-])cc2)c1` has the entry -4.3

Further entries
molecule,GPR151 activ,FBW7 activator,TEAD-YAP inh,MITF inh
COc1ccccc1C1CC(c2cccc(NS(C)(=O)=O)c2)=NN1S(C)(=O)=O (stereo not given),0.3,0.0,-1.9,-5.3
CC(C)c1nc(CNC(=O)Cn2nnnc2CN2C[C@@H](C)O[C@@H](C)C2)cs1,0.4,0.0,2.5,12.1
Cc1cc(Nc2cccc(C(F)(F)F)c2)nc(N)n1,1.3,-0.1,-7.6,1.6
CCOc1ccccc1/C=C1/N=C(c2cc(Cl)ccc2OC)OC1=O,0.1,0.0,0.4,6.4
COc1ccc(NC(=O)CSc2nncn2C)cc1,-0.9,-0.1,-5.3,-6.7
Cc1nc(-c2ccccc2)sc1CC(=O)NCCSc1nncn1C,-0.6,-0.3,-11.2,2.2
COc1cccc(C(=O)Nc2c3c(nn2-c2cccc(C)c2)CSC3)c1OC,2.1,0.4,-6.6,17.3
COc1ccc([N+](=O)[O-])cc1NC(=O)c1sc2nc(C)nc(N3CCC(C)CC3)c2c1C,0.3,-0.1,5.3,-0.6
CSc1ccc(C2c3[nH]c4ccccc4c3CCN2C(=O)Cn2nc(C)nc2C)cc1 (stereo not given),-0.6,-0.1,5.8,5.9
CCOC(=O)N1CCN(C(=O)CN2Cc3ccccc3OC(c3ccccc3F)C2)CC1 (stereo not given),0.8,0.0,11.6,9.9
Cc1ccc(S(=O)(=O)c2cc3c(=O)n4ccccc4nc3n(C3CCCC3)c2=N)cc1,0.0,0.1,-5.9,0.3
O=C(Nc1ccc2c(c1)N(C(=O)c1ccccc1)CCC2)c1ccc(F)c(F)c1,0.8,-0.1,2.8,12.3
O=C(O)c1cc(N=Cc2c(O)[nH]c(=O)[nH]c2=O)ccc1Cl,-0.7,-0.5,10.9,7.8
COc1ccc(CNC(=O)c2c[nH]c3cc(-c4cn[nH]c4)ccc23)cc1,-0.8,0.0,-11.9,5.9
COc1ccc(CCNC(=O)CN(C)S(=O)(=O)c2ccccc2)cc1OC,2.4,0.0,-2.2,-23.4
COc1cc(Cl)c(C)cc1NC(=O)CSc1cccc[n+]1[O-],2.1,0.0,-2.2,-9.1
CCC(C)C(=O)NCc1nnc2n1CCN(Cc1cccc(C)n1)CC2 (stereo not given),1.2,0.2,-10.5,6.5

Three compounds picked at random from the list so far, as already listed:
molecule,GPR151 activ,FBW7 activator,TEAD-YAP inh,MITF inh
O=C(O)c1cc(N=Cc2c(O)[nH]c(=O)[nH]c2=O)ccc1Cl,-0.7,-0.5,10.9,7.8
COc1ccc(CCNC(=O)CN(C)S(=O)(=O)c2ccccc2)cc1OC,2.4,0.0,-2.2,-23.4
CCC(C)C(=O)NCc1nnc2n1CCN(Cc1cccc(C)n1)CC2 (stereo not given),1.2,0.2,-10.5,6.5

Assay outcomes (PubChem)
